Assay outcomes as filed in PubChem.
EP2 mod – EP2 receptor (human) modulation. P43116. EP2-expressing cells, cAMP HTRF FRET, PGE2 co-stimulation. induction, % at 25 µM. 0.83% of 260,000 active. AID 940;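 active = compounds whose cAMP rise, as percent of the full-agonist control response, exceeds 60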;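 note: rat C6 glioma line stably carrying human EP2 under a CMV promoter; the protocol text gives 20 µM as final concentration; 100% = response of wells given 1 µM PGE2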
Target sequence (P43116 whole entry, looked up): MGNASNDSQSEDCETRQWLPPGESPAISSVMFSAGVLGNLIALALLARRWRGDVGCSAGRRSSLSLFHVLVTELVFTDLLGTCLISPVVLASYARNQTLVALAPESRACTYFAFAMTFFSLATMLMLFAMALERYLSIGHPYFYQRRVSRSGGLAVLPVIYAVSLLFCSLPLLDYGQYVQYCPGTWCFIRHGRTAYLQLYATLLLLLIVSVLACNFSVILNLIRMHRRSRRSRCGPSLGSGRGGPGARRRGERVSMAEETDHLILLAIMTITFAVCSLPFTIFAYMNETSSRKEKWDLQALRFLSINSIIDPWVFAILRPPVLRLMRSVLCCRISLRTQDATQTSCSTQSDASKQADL
EP2 antag – blocks the human prostaglandin E2 receptor EP2; C6 glioma cells expressing human EP2, cAMP TR-FRET; cells stimulated with saturating PGE2; P43116; inhibition, % at 25 µM; 0.52% of 260,000 active;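 active = percent inhibition above 40 after rounding to a whole number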;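 note: rat C6 glioma host cells with rolipram phosphodiesterase inhibitor present; the protocol text gives 20 µM as final concentration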
* = called active by the depositor. Some of the compounds tested. The share of hits here may be higher or lower than overall.

Results follow in this order: EP2 mod	EP2 antag
Cc1cc(C)c(C#N)c(SCC(=O)Nc2ccc(C)c(C)c2)n1
  11	24
Cc1ccc2[nH]c(=O)c(CN(CCN(C)C)C(=O)Nc3ccccc3Cl)cc2c1
  -48	3
Nc1nc2c(c(=O)[nH]1)N(C=O)C(CNc1ccc(C(=O)N[C@@H](CCC(=O)O)C(=O)O)cc1)CN2 (some centres undefined)
  2	6
COc1ccccc1CN(Cc1cc2c(C)ccc(C)c2[nH]c1=O)C(=O)Nc1ccccc1OC
  36	8
COCCCN1C(=O)C(O)=C(C(C)=O)C1c1ccc(C(=O)OC)cc1 (centres undefined)
  0	10
COc1ccc(CN(Cc2cc3cc(C)ccc3n3nnnc23)C(=O)C2CCC2)cc1
  49	14
COCCCNC(=O)C(=O)NCCc1c[nH]c2ccccc12
  -47	11
Cc1nn(-c2cccc(C(=O)Nc3c[nH]c4ccccc34)c2)c(C)c1Cl
  -36	9
O=C(O)c1cc2sccc2n1Cc1ccccc1
  14	9
COc1ccccc1CCCNC(=O)C1(C)CC(=O)N=C2C=C(C)C=CN21 (centres undefined)
  -7	7
CCn1cc(CN(Cc2ccccc2OC)CC2CCCO2)c(C)n1 (centres undefined)
  23	4
O=S(=O)(O)n1ccnc1 (tested in a mixture with another compound)
  23	8
COc1cccc(NC(=O)CSc2nc3sc4c(c3c(=O)[nH]2)CCC4)c1
  -67	11
CC(C)OCCCNC(=O)C1CCN(S(=O)(=O)c2ccc(F)cc2)CC1
  12	13
COc1ccc(CN(Cc2ccncc2)Cc2[nH]c3ccccc3c2C)cc1OC
  3	8
Cc1ccc(C)c(OCCCC(=O)Nc2ccc(S(=O)(=O)Nc3ncccn3)cc2)c1
  6	7
COc1ccc(OC)c(N(CC(=O)N2CCN(c3ccccc3F)CC2)S(C)(=O)=O)c1
  10	8
O=C(CCSc1nc(-c2ccc3c(c2)OCO3)cc(C(F)(F)F)n1)NC1CCCC1
  -36	9
COc1ccc(/C(O)=C2/C(=O)C(=O)NC2c2ccc(F)cc2)cc1OC (centres undefined)
  70*	13
CN(C)Cc1ccc(O)c(CN(C)C)n1
  -4	12
COc1ccccc1N1CCN(C(=O)CN(c2cccc(C)c2C)S(C)(=O)=O)CC1
  -43	11
COc1ccc(N2CC(C(=O)Nc3ccc(C)cc3C)CC2=O)cc1 (centres undefined)
  -13	18
COc1ccc(-n2c(COc3cccc4ccccc34)nnc2SCCC(=O)O)cc1
  51	38
CCc1ccc(OCC(=O)Nc2ccc(S(=O)(=O)Nc3ccccn3)cc2)cc1
  -4	7
CCC(c1nnnn1C1CCCCC1)N(Cc1ccccc1)Cc1cc2cccc(C)c2[nH]c1=O (centres undefined)
  55	8
COc1ccccc1NC(=O)C1CCN(c2nc3ccccc3n2C)CC1
  -26	3
COc1ccc2[nH]c(=O)c(CN(Cc3cccs3)S(=O)(=O)c3ccc(C(C)=O)cc3)cc2c1
  -99	66*
COCCN(C(C)=O)c1nc(-c2ccc(OC)cc2)cs1
  27	7
CC(C)(C)c1csc(NC(=O)CSc2nc(-c3ccccc3)cc(=O)[nH]2)n1
  -19	3
O=C(Cn1nnc(-c2ccccc2)n1)Nc1ccccc1Br
  -7	4

Reformatted tab-delimited: entries from further up
canonical_smiles	EP2 mod	EP2 antag
COc1cccc(NC(=O)CSc2nc3sc4c(c3c(=O)[nH]2)CCC4)c1	-67	11
CC(C)OCCCNC(=O)C1CCN(S(=O)(=O)c2ccc(F)cc2)CC1	12	13
COc1ccc(CN(Cc2ccncc2)Cc2[nH]c3ccccc3c2C)cc1OC	3	8
Cc1ccc(C)c(OCCCC(=O)Nc2ccc(S(=O)(=O)Nc3ncccn3)cc2)c1	6	7
COc1ccc(OC)c(N(CC(=O)N2CCN(c3ccccc3F)CC2)S(C)(=O)=O)c1	10	8
O=C(CCSc1nc(-c2ccc3c(c2)OCO3)cc(C(F)(F)F)n1)NC1CCCC1	-36	9

(cont.)
Results follow in this order: EP2 mod	EP2 antag
CC(=O)N[C@@H](CCC(=O)O)C(=O)O
  16	7
NC(=O)c1nsc(C(=O)N(Cc2ccco2)C(C(=O)NC2CCCCC2)c2ccc(F)cc2)c1N (centres undefined)
  -6	12
Cc1ccc(CN(CCCn2ccnc2)Cc2cccn2-c2cccc(F)c2)o1
  62*	4
Cc1ccc2nc(N3CCN(C(=O)c4ccc(F)cc4)CC3)c(C#N)cc2c1
  -114	15
O=C(O)CNC(=O)C(CS)Cc1ccccc1 (centres undefined)
  18	16
O=C(COc1ccc(F)cc1)NCCCn1ccnc1
  16	7
COc1ccc(/C=C/C(=O)c2cc(O)ccc2O)cc1
  -49	50*
CC(=O)NC1(c2ccccc2F)CCN(Cc2cn[nH]c2-c2cccs2)CC1
  2	8
Cc1ccc(C)c(NC(=O)CCN2CC(C)CC(C)C2)c1 (centres undefined)
  -10	14
N[C@H](Cc1ccccc1)C(=O)O
  14	13
COc1ccc(-c2cc(C(F)F)n3ncc(C(=O)NCc4cccnc4)c3n2)cc1
  12	8
Cc1sc2ncnc(SCC(=O)NNC(=O)Cc3ccccc3)c2c1C
  23	10
Cc1ccc(NC(=O)CCNC(=O)C2OC3OC(C)(C)OC3C3OC(C)(C)OC23)cc1 (centres undefined)
  -27	5
COc1ccc(OC)c(C2CC(c3c(-c4ccccc4)c4cc(Cl)ccc4[nH]c3=O)=NO2)c1 (centres undefined)
  56	27
CN1Cc2cccc(C(=O)NC3(c4ccc(F)cc4)CCCC3)c2C1=O
  1	3
Cc1ccc(S(=O)(=O)Nc2ccc3nc(-c4ccccn4)[nH]c3c2)cc1
  -73	12
Cn1ccnc1C1(O)CCN(CC(=O)Nc2cccc(F)c2)CC1
  -29	1
CCCC(CCn1c(C)[n+](CC)c2ccc(C#N)cc21)S(=O)(=O)[O-] (centres undefined)
  -2	10
COc1ccc(C(=O)Nc2nc(-c3ccc(C)c(C)c3)cs2)cc1OC
  -94	13
CS(=O)(=O)N(CC(=O)Nc1ccccc1)c1ccc2c(c1)OCO2
  -40	11
CC1(C)CC(=O)C2=C(C1)Nc1ncnn1C2c1ccc2ccccc2c1 (centres undefined)
  -21	11
Cc1cccc(NC(=S)N(Cc2cc3cc(C)cc(C)c3[nH]c2=O)CC2CCCO2)c1 (centres undefined)
  25	6
C[N+](C)(C)CCOC(=O)CCC(=O)OCC[N+](C)(C)C
  13	7
CCOC(=O)C1CCN(C(=O)CN(c2cccc(C)c2)S(C)(=O)=O)CC1
  -16	9
CCn1c(COc2ccc(Br)cc2)nnc1SCC(=O)N1C(C)CCCC1C (centres undefined)
  10	9
CC1CCN(CC(O)c2ccc3c(c2)CCCN3C(=O)C2CCCC2)CC1 (centres undefined)
  -40	2
CC(=O)O[C@H]1CC[C@@]2(C)C(=CCC3C2CC[C@@]2(C)C3CC[C@@H]2C(C)CCCC(C)C)C1 (some centres undefined)
  24	9
CN(C)c1ccc(Nc2ccc([N+](=O)[O-])cn2)cc1
  -14	11
O=C(Cn1ccc2ccc(F)cc21)Nc1cccc(-n2cnnc2)c1
  -53	7
COCCNc1c(-c2cc3ccc(OC)cc3[nH]c2=O)nc2ccc(C)cn12
  -347	12

Part of the list above in order of heavy-atom count, smallest number first.
Results follow in this order: EP2 mod	EP2 antag
COCCN(C(C)=O)c1nc(-c2ccc(OC)cc2)cs1
  27	7
Cc1ccc2nc(N3CCN(C(=O)c4ccc(F)cc4)CC3)c(C#N)cc2c1
  -114	15
COc1ccc2[nH]c(=O)c(CN(Cc3cccs3)S(=O)(=O)c3ccc(C(C)=O)cc3)cc2c1
  -99	66*

Next section.
Results follow in this order: EP2 mod	EP2 antag
COc1ccc(OCc2nnc(SCc3ccc(F)cc3)n2C)cc1
  -36	11
Cc1cccc(N(CC(=O)NCc2ccccn2)S(C)(=O)=O)c1
  2	9
CCCN(CC1CCCO1)C(=O)c1cc(-c2c(C)nn(C)c2C)n[nH]1 (centres undefined)
  -39	4
CCOc1ccc(NC(=O)CSc2nc(C(C)C)nc3ccccc23)cc1
  10	8
CCCC(=O)Nc1cc(NC(=O)c2ccco2)ccc1OC
  1	16
Cc1ccccc1OCCN1CCN(Cc2cn(CC(N)=O)c3ccccc23)CC1
  -58	10
Cc1cccc(C)c1NC(=O)C[N+](C)(C)C
  6	9
CCC(NC(=O)c1ccc(-n2cnnc2)cc1Cl)c1ccc(F)cc1 (centres undefined)
  -24	7
COc1cccc(C(=O)N(Cc2cccs2)Cc2cc3cccc(C)c3[nH]c2=O)c1
  -8	8
Cc1cccc2cc(CN(Cc3cccs3)S(=O)(=O)c3ccccc3Cl)c(=O)[nH]c12
  14	11
CC1=C(C(=O)Nc2ccccc2C)C(c2cccs2)C2=C(CC(C)(C)CC2=O)N1 (centres undefined)
  6	8
CCc1c(C)sc2ncn(C3CCN(C(=O)c4ccccc4F)CC3)c(=O)c12
  -53	3
CC1CN(CC(=O)Nc2cccc(C(=O)N3CCCCC3)c2)CC(C)O1 (centres undefined)
  -44	4
CC1(C(=O)N(CC(=O)NCc2ccc(F)cc2)C2CCCC2)CC(=O)N=C2C=CC=CN21 (centres undefined)
  -10	3
CCOc1ccc(-c2[nH]nc3c2C(c2ccc(O)c(OCC)c2)C(C#N)=C(N)O3)cc1 (centres undefined)
  -30	13
O=C1NC2(CCN(CC(=O)N3CCCCCC3)CC2)Oc2ccccc21
  -21	3
Cc1occc1-c1nnc(SCC(=O)Nc2ccc3c(c2)OCO3)n1Cc1ccccc1
  38	5
Cc1ccc2c(c1)N(CC(=O)Nc1ccccc1C)C(=O)C(C)O2 (centres undefined)
  -23	13
CCOc1ccc(NC(=O)Cn2nc(-c3cc(C)oc3C)cc(N)c2=O)cc1
  -48	4
COc1ccc(N(CC(=O)Nc2ccc3c(c2)OCO3)S(C)(=O)=O)cc1
  -49	6
CC1CCc2c(sc3nc(C4CC4)n4c(SCC(=O)N5CCOCC5)nnc4c23)C1 (centres undefined)
  6	7
CCc1cccc2c(C#N)cn(CC(=O)N3CCC(C)CC3)c12
  -80	9
COc1ccc(NC(=O)CSc2nnc(-c3ccc(O)cc3)o2)c(OC)c1
  -6	14
COc1ccc(CNC(=O)C(C)OC(=O)c2ccco2)cc1 (centres undefined)
  7	11
Cc1ccccc1NC(=O)CSc1nc2ccccc2c(=O)n1C
  -84	3
CCC(C)C(=O)Nc1nnc(SCCOC)s1 (centres undefined)
  4	7
COc1ccc2[nH]c(=O)c(CN(C(=O)C(C)C)c3ccccc3C)cc2c1
  -27	8
Cc1cc(F)ccc1NC(=O)CSc1nc(-c2cccs2)cc(C(F)(F)F)n1
  -146	14
O=C(Nc1nnc(C(F)(F)F)s1)c1ccc(Cl)c(Cl)c1
  -69	8
CCN(CC)c1nc2c(c(=O)[nH]c(=O)n2C)n1CC(O)COc1ccc(Cl)cc1 (centres undefined)
  2	7

Record cards, as listed above:
Cc1ccc2c(c1)N(CC(=O)Nc1ccccc1C)C(=O)C(C)O2 (centres undefined) is listed with EP2 mod = -23; EP2 antag = 13
Cc1cc(F)ccc1NC(=O)CSc1nc(-c2cccs2)cc(C(F)(F)F)n1 is listed with EP2 mod = -146; EP2 antag = 14

The list goes on:
Results follow in this order: EP2 mod	EP2 antag
Cc1ccc(Nc2ccc([N+](=O)[O-])cn2)cc1Cl
  -64	7
CCOC(=O)/C(=C\c1ccc(-c2ccccc2Cl)o1)C(C)=O
  -54	16
COCCNC(=S)N1C2CCCC1CC(NC(=O)c1ccc(C)cc1)C2 (centres undefined)
  -70	8
COC(=O)c1ccc2nc(NC(=O)c3ccc(Cl)cc3Cl)sc2c1
  -22	21
